DDE Tn7 FP inh: inhibitors of Tn7 peptide binding to fibrin DD(E), primary screen, biochemical, fluorescence polarization, human fibrin, Tn7 probe. inhibition, % at 8.3 µM. FP displacement of FITC-Tn7 peptide from fibrin DD(E); 0% = median of compound wells per plate. AID 720508, 2013. hit rate 0.13% among 370,000. Fibrinogen beta chain (Homo sapiens), P02675;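 active means inhibition above the mean of compounds falling within the control limits plus 3 SD of them, cut at about 14% in these data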;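 further: 0% = plate median of compound wells and 100% = 10 µM Aha-Tn7 peptide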
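Assay system: Human fibrin DD(E) protein | Medium: Tris buffer with calcium and detergent, pH 7.8 | Reagent: 0.1 µM fluorescent Tn7 | Compound dosing: Single point at 8.3 µM | Times: 10 min preincubation, 3 h with tracer, room temperature | Detection: Fluorescence polarization of the labelled Tn7 tracer | Controls: Aha-Tn7 high control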
SIAE primary: human SIAE inhibitors, primary screen, biochemical, fluorescence polarization, FP-Rh probe, 1536-well HTS. SIAE FP-Rh probe binding. hit rate 0.69% among 370,000. AID 1053197, 2014. Sialate O-acetylesterase (Homo sapiens), Q9HAT2. inhibition, % at 9.66 µM;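 active means inhibition above a cutoff: mean of compounds within the control limits plus 3 SD of those, cut at about 17% in these data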;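 further: 0% = plate median of compound wells and 100% = probe without SIAE protein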
ADAM10 inh: human ADAM10 inhibitors, primary screen, biochemical, QFRET, HTS; Disintegrin and metalloproteinase domain-containing protein 10 (Homo sapiens), O14672; recombinant ADAM10, EDANS/DABCYL FRET peptide cleavage, 3 h; inhibition, % at 7 µM; hit rate 0.62% among 370,000; AID 720582, 2013;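 active means inhibition above a per-campaign cutoff equal to the mean of compounds falling between control-based bounds plus 3 SD, cut at about 20% in these data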;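 further: 0% = DMSO wells while the 100% control is not disclosed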
ADAM17 inh: ADAM17 inhibitors, primary screen, biochemical, QFRET; Disintegrin and metalloproteinase domain-containing protein 17 (Homo sapiens), P78536; inhibition, % at 6.95 µM; recombinant ADAM17, EDANS/DABCYL FRET peptide cleavage; AID 720648, 2013; hit rate 0.83% among 370,000;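 active means inhibition above the mean of compounds lying between control limits plus 3 SD, set per campaign, cut at about 8.5% in these data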;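 further: 0% = DMSO-only wells as the low control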
ASAP1 inh: inhibitors of human ASAP1 ArfGAP activity, primary screen, biochemical, fluorescence polarization | Arf-GAP with SH3 domain, ANK repeat and PH domain-containing protein 1 (Homo sapiens), … | inhibition, % at 16.5 µM | ASAP1-stimulated ARF1 GTP hydrolysis, GDP FP detection | AID 624377, 2012 | hit rate 0.19% among 360,000; in the data active means inhibition above about 25%;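 further: 0% = vehicle with enzyme and substrate and 100% = no enzyme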
PLCb3 inh: human PLC-beta3 inhibitors, primary screen, biochemical, fluorescence; hit rate 0.18% among 370,000; AID 720704, 2013; inhibition, % at 12.2 µM; Purified PLC-beta3, fluorogenic substrate; in the data active means inhibition above about 11%;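 further: 0% = median of compound wells on plate and 100% = full blocker control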
Target sequence (Q01970 whole entry, looked up): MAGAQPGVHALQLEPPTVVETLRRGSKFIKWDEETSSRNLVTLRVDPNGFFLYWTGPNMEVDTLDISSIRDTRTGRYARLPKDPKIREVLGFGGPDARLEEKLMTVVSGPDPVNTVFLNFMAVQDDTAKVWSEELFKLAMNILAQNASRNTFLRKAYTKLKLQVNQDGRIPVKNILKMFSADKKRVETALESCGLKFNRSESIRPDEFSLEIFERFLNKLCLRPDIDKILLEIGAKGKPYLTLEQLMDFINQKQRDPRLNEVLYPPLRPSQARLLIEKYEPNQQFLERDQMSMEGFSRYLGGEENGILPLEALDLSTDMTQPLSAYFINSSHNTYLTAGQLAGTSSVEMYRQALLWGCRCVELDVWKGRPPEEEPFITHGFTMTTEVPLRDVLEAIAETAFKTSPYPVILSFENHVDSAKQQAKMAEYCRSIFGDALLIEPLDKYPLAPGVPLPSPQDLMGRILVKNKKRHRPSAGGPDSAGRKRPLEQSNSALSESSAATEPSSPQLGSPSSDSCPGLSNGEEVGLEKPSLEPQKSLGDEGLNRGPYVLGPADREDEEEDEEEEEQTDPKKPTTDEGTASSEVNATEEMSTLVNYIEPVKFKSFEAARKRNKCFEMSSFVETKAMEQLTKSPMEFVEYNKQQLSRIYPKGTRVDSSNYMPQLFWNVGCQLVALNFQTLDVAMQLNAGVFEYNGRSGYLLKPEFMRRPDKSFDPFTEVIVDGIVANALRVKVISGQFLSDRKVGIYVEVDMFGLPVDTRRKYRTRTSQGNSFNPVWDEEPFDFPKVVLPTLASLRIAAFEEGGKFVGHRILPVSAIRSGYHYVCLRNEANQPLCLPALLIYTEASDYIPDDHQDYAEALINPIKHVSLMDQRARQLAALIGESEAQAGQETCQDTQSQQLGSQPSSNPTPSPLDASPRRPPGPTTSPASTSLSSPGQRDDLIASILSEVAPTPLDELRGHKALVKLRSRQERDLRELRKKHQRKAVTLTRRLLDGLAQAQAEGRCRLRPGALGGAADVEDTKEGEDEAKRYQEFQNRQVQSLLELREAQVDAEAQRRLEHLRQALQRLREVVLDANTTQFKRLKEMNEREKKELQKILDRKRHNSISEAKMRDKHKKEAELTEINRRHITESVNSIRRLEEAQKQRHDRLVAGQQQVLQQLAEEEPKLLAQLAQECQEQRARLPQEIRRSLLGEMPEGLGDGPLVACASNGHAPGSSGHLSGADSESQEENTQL
Tn6 DDE FP: inhibitors of Tn6 peptide binding to fibrin DD(E), primary screen, biochemical, fluorescence polarization, human fibrin, Tn6 probe; Fibrinogen beta chain (Homo sapiens), P02675; Fibrin DD(E) TRITC-Tn6 fluorescence polarization displacement; inhibition, % at 8.3 µM; hit rate 0.21% among 370,000; AID 720509, 2013;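 active means inhibition above a per-campaign cutoff: mean of compounds within control limits plus 3 SD, cut at about 15% in these data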;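 further: 0% = median of all compound wells on the plate and 100% = blocking peptide control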
TDP2 inh: human TDP2 enzyme inhibitors, primary screen, biochemical, epi absorbance, recombinant enzyme | hit rate 0.34% among 370,000 | Tyrosyl-DNA phosphodiesterase 2 (Homo sapiens), O95551 | inhibition, % at 12.8 µM | AID 720702, 2013 | T5PNP hydrolysis, p-nitrophenol absorbance 415 nm;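 active means inhibition above the mean of all tested compounds plus 3 SD, set per campaign, cut at about 25% in these data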;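 further: 0% = DMSO with enzyme and 100% = buffer with substrate but no TDP2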
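Assay system: recombinant human TDP2 / Reagent: T5PNP substrate at 5 mM, a TopII-DNA adduct mimic / Measured by: epi absorbance from released p-nitrophenol / Evaluation: % inhibition relative to enzyme-containing and enzyme-free wells / Control set: enzyme-free and DMSO wells / Replicates: each compound tested once, singlicate / Schedule: enzyme reaction with compound for 2 h at 37 °C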
PLC-gamma1 inh: PLC-gamma1 enzyme inhibitors, primary screen, biochemical, fluorescence, purified enzyme; 1-phosphatidylinositol 4,5-bisphosphate phosphodiesterase gamma-1 (Homo sapiens), P19174; fluorogenic substrate; inhibition, % at 12.2 µM; hit rate 0.84% among 370,000; in the data active means inhibition above about 9.5%
ARFGAP1 inhibitor: inhibitors of rat ARFGAP1 GAP activity, primary screen, biochemical, fluorescence polarization, GDP tracer; ADP-ribosylation factor GTPase-activating protein 1 (Rattus norvegicus), Q62848; hit rate 0.26% among 360,000; Arfgap1-stimulated ARF1 GTP hydrolysis, GDP FP detection; inhibition, % at 16.5 µM;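 active means inhibition above a per-plate limit, mean inhibition of low control wells plus 3 SD, cut at about 25% in these data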;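 further: 0% = DMSO wells with enzyme and 100% = wells lacking Arfgap1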
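Assay system: Rat Arfgap1 GAP domain (His6, aa 1-136), purified enzyme | Buffer or medium: HEPES 25 mM pH 7.5, NaCl 150 mM, MgCl2, DTT | Schedule: GTP hydrolysis reaction 2 h at 25 °C | Signal: FP of antibody-bound GDP Alexa 633 tracer, ex 620/em 688 nm | Measure: Percent inhibition of Arfgap1-stimulated GTP hydrolysis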
An asterisk follows results filed as active; i = inactive; x = not tested or not shown. Outcome played no part in choosing rows; about 3.6% have a hit in one of these screens.

Under each structure: PLC-gamma1 inh, ARFGAP1 inhibitor, Tn6 DDE FP, TDP2 inh, ASAP1 inh, PLCb3 inh, SIAE primary, ADAM10 inh, ADAM17 inh, DDE Tn7 FP inh
- CCCCn1c(CN2CCN(c3ccc(F)cc3)CC2)nc2c1c(=O)n(C)c(=O)n2C
→ 0, 0, 3, 10, -4, 0, 2, -8, 1, 3
- O=C(CSc1nnc(-c2cccs2)n1Cc1ccco1)Nc1ccc(Oc2ccccc2)cc1
→ -1, x, -5, -10, x, -2, -13, 21*, 8.7*, -5
- Cn1cc(S(=O)(=O)N2CCOCC2)cc1C(=O)Nc1cccc(Cl)c1
→ -1, -7, 0, -1, -7, 2, -4, -4, 0, 5
- COc1cccc(C(=O)Nc2cc(-c3cn4cccnc4n3)ccc2C)c1
→ i, 12, 6, 7, -3, i, -3, i, i, 2
- COCCn1nnnc1CN(CCc1ccccc1)Cc1cc2cc(OC)ccc2[nH]c1=O
→ -59, -4, -5, 5, -7, -80, 3, -169, -45, -1
- CCOC(=O)c1ccc2c(c1)nc(SCC(=O)c1cc3ccccc3o1)n2CC
→ -9, 2, -5, -10, 6, -13, -34, -2, 0, -9
- CCCc1nc(SCC(=O)Nc2nc3c(s2)CCCC3)c2ccccc2n1
→ 0, 1, -3, -3, 16, 3, 0, 2, 1, 0
- CCOc1cc(N2CCOCC2)c(OCC)cc1NC(=O)CN1C(=O)NC2(CCCCC2)C1=O
→ 2, -16, 1, 1, 0, -8, 6, -17, -5, 10
- N#Cc1c(-c2ccccc2Cl)cc(-c2ccccc2)nc1Br
→ -4, 14, -9, 6, 5, -5, -9, -7, -5, 4
- CCN(CC)S(=O)(=O)c1ccc(N2CCCC2)c(NC(=O)C2=NN(c3ccccc3)C(=O)CC2)c1
→ -8, -2, 4, 3, 7, -9, 3, -3, 2, -7
- O=C(Nc1cccnc1Oc1ccc(Cl)cc1)c1cccc2ccccc12
→ 4, 2, -4, -9, 12, -11, -2, 5, -1, -3
- CCCN1CCS(=O)(=O)N(Cc2cn(Cc3ccc(OC)cc3)nn2)C(C(=O)OC)C1 (stereo not drawn)
→ -3, x, -5, 9, x, -2, 4, -4, -5, 0
- O=S(=O)(c1ccc(-c2ccon2)s1)N1CCN(c2ccccn2)CC1
→ 0, 6, -6, 12, 8, -7, -1, 0, 2, -1
- COc1ccc(-c2nnnn2-c2ccc(F)cc2F)cc1
→ -4, 4, -4, 10, -1, -2, -1, 3, -3, 10
- COc1cc2[nH]c3c(=O)n(CCN(C(C)C)C(C)C)cnc3c2cc1OC
→ -90, -16, -2, 9, 1, -119, -6, -223, -76, 2
- CCCN(CCC)S(=O)(=O)c1ccc(NC(=O)COc2ccccc2)cc1
→ -3, 8, -11, 0, -4, -4, -21, 4, 1, 0
- C/C(=N\NC(=O)c1ccc2c(c1)OCO2)c1ccco1
→ -2, -2, -5, -10, 0, -9, 6, 2, -4, 1
- Cc1nnc(N/N=C/c2cc([N+](=O)[O-])c(N3CCC(C)CC3)cc2N2CCC(C)CC2)n1N
→ 4, 2, 2, 53*, -4, -1, 11, 7, 2, 4
- CCCCNC(=O)O[C@H]1CC[C@@]23CCCN2C(=O)CCC[C@H]3[C@H]1CCC
→ 8, x, 2, -11, x, 3, 2, -2, -8, -1
- O=S1(=O)c2ccc(N3CCN(Cc4ccccc4F)CC3)cc2Oc2ccccc2CN1Cc1cn(Cc2cccc(F)c2)nn1
→ -3, x, -8, -4, x, -3, -6, 6, 1, 8
- COc1cccc(CNc2ccccn2)c1O
→ -3, 7, -1, -2, -12, -9, 11, -5, -5, 0
- COc1ccccc1CCN1CCCC(CN(C)C(=O)c2ccoc2)C1 (stereo not drawn)
→ 2, 6, -4, -7, 11, -8, 1, -4, -1, 0
- CCN=C1SC(CC(=O)NC2CCCCC2)C(=O)N1CC (stereo not drawn)
→ 4, 3, 1, -8, -2, 5, -2, 6, 2, -4
- O=C1CSC(c2ccncc2)N1Cc1ccc(F)cc1 (stereo not drawn)
→ 0, -1, 1, 1, 2, -5, 5, 2, -1, 1
- Cc1ccc(C)c(NC(=S)N(C)CCc2ccccn2)c1
→ 2, 2, -3, -4, -12, 4, 6, -2, -1, 2
- Cc1ccc2nc(SCC(=O)Nc3cc([N+](=O)[O-])ccc3F)[nH]c2c1
→ 3, -2, -1, 3, 9, 3, -5, 7, 2, -5
- COc1ccc(-c2cc(OC)c3c(C)oc(C)c3c(=O)c2)cc1OC
→ -39, 18, 0, -2, 1, -45, 2, -12, -4, -6
- Cc1ccc(NC(=O)c2cc(C)n(-c3ccccc3)c2C)cc1
→ 6, 2, -3, -13, -1, 4, 6, 15, 2, -2
- CN(C)CCN(Cc1ccc(Cl)cc1)c1ccccn1
→ 6, -4, -3, -13, 5, 2, 0, 2, 7, -8
- C/C(CC(O)c1ccc2ccccc2n1)=N/O (stereo not drawn)
→ -4, -6, 4, 4, -1, 0, 6, 3, -5, 4

An excerpt of these results, with the structure last:
PLC-gamma1 inh	ARFGAP1 inhibitor	Tn6 DDE FP	TDP2 inh	ASAP1 inh	PLCb3 inh	SIAE primary	ADAM10 inh	ADAM17 inh	DDE Tn7 FP inh	SMILES
-3	7	-1	-2	-12	-9	11	-5	-5	0	COc1cccc(CNc2ccccn2)c1O
2	6	-4	-7	11	-8	1	-4	-1	0	COc1ccccc1CCN1CCCC(CN(C)C(=O)c2ccoc2)C1 (stereo not drawn)
4	3	1	-8	-2	5	-2	6	2	-4	CCN=C1SC(CC(=O)NC2CCCCC2)C(=O)N1CC (stereo not drawn)
0	-1	1	1	2	-5	5	2	-1	1	O=C1CSC(c2ccncc2)N1Cc1ccc(F)cc1 (stereo not drawn)
2	2	-3	-4	-12	4	6	-2	-1	2	Cc1ccc(C)c(NC(=S)N(C)CCc2ccccn2)c1
3	-2	-1	3	9	3	-5	7	2	-5	Cc1ccc2nc(SCC(=O)Nc3cc([N+](=O)[O-])ccc3F)[nH]c2c1
-39	18	0	-2	1	-45	2	-12	-4	-6	COc1ccc(-c2cc(OC)c3c(C)oc(C)c3c(=O)c2)cc1OC

(continued)
Under each structure: PLC-gamma1 inh, ARFGAP1 inhibitor, Tn6 DDE FP, TDP2 inh, ASAP1 inh, PLCb3 inh, SIAE primary, ADAM10 inh, ADAM17 inh, DDE Tn7 FP inh
- O=C(COC(=O)c1ccc2[nH]c3c(c2c1)CCCC3)Nc1ccccc1Cl
→ -3, -14, -3, 3, 7, -7, -3, -12, 0, 1
- CCOC(=O)CSCc1nc(-c2ccc(Cl)cc2)oc1C
→ 1, -1, 4, 5, -5, -5, -10, -12, -2, 0
- Cc1ccc(S(=O)(=O)C2(C(=O)Nc3ccc(Br)cc3)CC2)cc1
→ -2, 13, 4, -15, 6, 2, 1, 10, 1, 2
- CCOC(=O)N1CCN(C(=O)c2cc(COc3ccc4ncccc4c3)on2)CC1
→ 1, 0, 2, -3, 3, -5, 1, -8, -4, 0
- CC1Sc2ccccc2N(Cc2ccc(OC(F)(F)F)cc2)C1=O (stereo not drawn)
→ 1, -3, 4, -1, -12, 1, 2, -12, -3, 4
- CC(C)(C)[C@@H]1COC(=O)[C@H](Cc2ccc(F)cc2)CC/C=C\C[C@H](CC(=O)N(CCO)Cc2ccccc2)C(=O)N1
→ 2, 1, -1, -22, 16, 8, -8, 14, 11*, -1
- COc1ccc(NC(=O)C/C(C)=N/NC(=O)c2cnccn2)cc1Cl
→ 0, -4, 6, 17, -1, -5, -3, 5, 1, -4
- CC(C)N(Cc1nc(-c2ccc(Cl)cc2)no1)C(=O)/C=C/c1ccccc1
→ -1, 7, 9, -1, 1, -1, -2, 14, 7, 0
- COc1ccc(N2C(=O)CS/C2=C\[N+](=O)[O-])cc1
→ 1, -3, -15, 11, 3, -1, 8, 10, 2, -2
- Cn1nnnc1SCC(=O)NCCc1ccc(Cl)cc1
→ -1, -3, 5, 3, 2, -1, 4, -13, -6, 1
- CC(C)N(C(=S)Nc1cccc(S(=O)(=O)N(C)C)c1)c1ccccc1
→ 3, -7, -2, -7, 5, 0, 0, 8, 1, 7
- CCCCc1ccc(S(=O)(=O)NC(=O)C2(C)CCN2C(=O)CCc2cccs2)cc1 (stereo not drawn)
→ -6, 4, 6, 1, -2, -7, -1, -1, -1, 6
- CC1(C)C2([N+](=O)[O-])CN3CC1([N+](=O)[O-])CN(C2)C31CCCC1
→ 4, 12, 1, 8, 4, 6, 0, 3, -1, 1
- O=C(OCC(=O)N1CCc2ccccc21)c1ccc(Cl)nc1
→ -4, -3, -1, 0, 4, -4, 2, -2, -5, 5
- Cc1ccccc1S(=O)(=O)N1CCCc2nc(-c3ccccc3)ccc21
→ 1, -7, 0, 5, -1, 0, 2, 4, 0, -8
- COc1cccc(/C=N/NC(=O)N/N=C/c2cccc(OC)c2O)c1O
→ -4, 64*, 2, -8, 31*, -11, 14, 6, 0, -2
- CCCOc1ccc(/C=N/NC(=O)CN2CCCCC2)cc1OCC
→ -1, -1, -5, 11, -2, -6, 0, -7, -3, 0

Exported with the structure last: 2 of the compounds above
PLC-gamma1 inh | ARFGAP1 inhibitor | Tn6 DDE FP | TDP2 inh | ASAP1 inh | PLCb3 inh | SIAE primary | ADAM10 inh | ADAM17 inh | DDE Tn7 FP inh | Molecule
3 | -7 | -2 | -7 | 5 | 0 | 0 | 8 | 1 | 7 | CC(C)N(C(=S)Nc1cccc(S(=O)(=O)N(C)C)c1)c1ccccc1
-6 | 4 | 6 | 1 | -2 | -7 | -1 | -1 | -1 | 6 | CCCCc1ccc(S(=O)(=O)NC(=O)C2(C)CCN2C(=O)CCc2cccs2)cc1 (stereo not drawn)

Source: PubChem BioAssay (The Scripps Research Institute Molecular Screening Center)
